# Bioassay records from PubChem.
# ANO1 block – mouse TMEM16A channel inhibition, primary screen | HEK293 TMEM16A/YFP iodide influx fluorescence, ionomycin | 310,000 tested, 1.2% active | Q8BHY3 | normalized B-score (activity score, 25-100; higher = stronger inhibition) at 10 µM;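 active = ratio plate-corrected score three or more library SD toward inhibition, starting fluorescence score within five deviations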;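 also: score derived from kinetic fluorescence span divided by baseline fluorescence per well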
# Target sequence (Q8BHY3 whole entry, looked up): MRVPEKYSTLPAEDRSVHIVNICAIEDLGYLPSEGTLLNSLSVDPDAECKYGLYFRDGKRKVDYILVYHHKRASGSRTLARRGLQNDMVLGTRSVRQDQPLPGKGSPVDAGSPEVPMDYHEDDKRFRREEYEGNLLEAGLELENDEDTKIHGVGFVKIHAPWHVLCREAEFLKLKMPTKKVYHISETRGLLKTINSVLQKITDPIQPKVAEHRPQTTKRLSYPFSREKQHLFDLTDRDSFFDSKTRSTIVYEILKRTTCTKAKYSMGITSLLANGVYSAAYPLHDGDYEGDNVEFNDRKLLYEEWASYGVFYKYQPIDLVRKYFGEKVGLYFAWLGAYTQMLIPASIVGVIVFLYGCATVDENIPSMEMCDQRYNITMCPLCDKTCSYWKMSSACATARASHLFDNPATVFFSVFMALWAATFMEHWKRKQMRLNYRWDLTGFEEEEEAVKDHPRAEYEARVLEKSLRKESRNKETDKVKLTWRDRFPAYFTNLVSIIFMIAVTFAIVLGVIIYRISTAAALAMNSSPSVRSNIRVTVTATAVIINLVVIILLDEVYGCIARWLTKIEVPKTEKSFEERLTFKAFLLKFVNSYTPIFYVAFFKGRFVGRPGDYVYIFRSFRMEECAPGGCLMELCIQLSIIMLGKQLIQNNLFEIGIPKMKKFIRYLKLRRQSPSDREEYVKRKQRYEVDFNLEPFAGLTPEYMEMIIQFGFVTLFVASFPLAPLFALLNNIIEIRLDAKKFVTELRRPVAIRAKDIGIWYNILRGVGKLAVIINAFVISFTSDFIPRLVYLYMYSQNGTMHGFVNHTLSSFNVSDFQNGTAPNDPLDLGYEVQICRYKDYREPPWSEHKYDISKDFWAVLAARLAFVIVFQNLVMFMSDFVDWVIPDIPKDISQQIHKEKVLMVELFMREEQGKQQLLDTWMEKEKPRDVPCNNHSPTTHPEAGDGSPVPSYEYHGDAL
# TRPC6 act – mouse TRPC6 channel activation. HEK293-TRPC6 membrane potential dye fluorescence; active compounds read high. Q61143. 310,000 tested, 0.13% active. B-score at 10 µM;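 active = B-score of the integrated fluorescence ratio above library mean plus 3 SD, and starting fluorescence ratio within library mean plus 5 SD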;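 also: higher score means more depolarization so channel activation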
# MrgX1 allo act – allosterically activates human MrgX1 receptor signaling | Q96LB2 | MrgX1-HEK293, Fluo-4 calcium flux, FDSS; active compounds read high | B-score at 10 µM | 310,000 tested, 0.63% active | AID 588675;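 active = plate-corrected calcium response at least 3 library SD above typical, normal starting fluorescence, not activating the receptor alone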;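 also: compound read alongside a low EC10 to EC30 dose of BAM8-22 agonist; peak minus trough fluorescence over baseline measured at the second addition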
# MrgX1 antagonist – blocks BAM8-22 activation of human MrgX1 receptor; 310,000 tested, 1.3% active; B-score at 10 µM; AID 588676; MRGX1-HEK293 calcium flux, Fluo-4, BAM8-22 antagonism; active compounds read low; Q96LB2;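 active = calcium-response B-score plate-corrected more than 3 library SD below zero, starting fluorescence within 5 deviations, no agonist response on first addition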;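 also: peak minus trough fluorescence over baseline after final BAM8-22 challenge near maximal dose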
# MrgX1 ag – human MrgX1 receptor agonism, primary screen. MrgX1-HEK293 cells, Fluo-4 calcium fluorescence, agonist mode; active compounds read high. B-score at 10 µM. 310,000 tested, 0.44% active. AID 588627;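 active = calcium response B-score plate-corrected fluorescence ratio at least 3 library SD, with starting fluorescence B-score inside 5 SD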
#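 Material – MrgX1-expressing HEK293 cells · Input – 15,000 cells seeded per well · Dosing – compound as first of three additions · Times – overnight seeding, then 1 h dark dye loading · Measured by – kinetic Fluo-4 NW fluorescence of intracellular calcium · Read-out – B-scored fluorescence response ratio · Benchmarks – positive and negative control wells on each plate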
# RGS4 pot – potentiators or activators of RGS4; 310,000 tested, 0.92% active; AID 463111; HEK293 M3R/inducible RGS4, carbachol calcium flux Fluo4; active compounds read low; B-score at 10 µM;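 active = B-score of the integrated calcium signal more than 4 SD below the library mean, with starting fluorescence not abnormally high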;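 also: negative B-score means reduced calcium response which marks RGS4 activation or potentiation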
#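 Material: Inducible-RGS4 HEK293 cells carrying M3 receptor; also added: carbachol at ECmax as muscarinic agonist stimulus; incubation: compound preincubation 20 min at room temperature before agonist; signal: Fluo4-AM (2 µM) calcium-flux fluorescence, kinetic read; measure: integrated calcium ratio converted to B score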
# SKKanGAS inh – inhibitors of SKKanGAS S. pyogenes growth in kanamycin (SK-promoter or general growth effect). BacTiter-Glo, 6 h. inhibition, % at 7.5 µM. 300,000 tested, 1.3% active. AID 1662;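 active = mean replicate score, as percent of positive control median, at least 50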;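 also: strain carries kanamycin resistance gene driven by streptokinase promoter and grows in 40 µg/ml kanamycin; loss of luminescence reflects streptokinase promoter inhibition or plain growth inhibition; 0% = median of DMSO wells and 100% = positive control at its reference dose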
# TMEM16A act – activators or potentiators of mouse TMEM16A chloride channel | Q8BHY3 | HEK293 TMEM16A/YFP-H148Q/I152L, iodide quench fluorescence; active compounds read low | B-score at 10 µM | 340,000 tested, 0.3% active | AID 623877;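 active = fluorescence-ratio B-score plate-corrected deviation score at least 3 library SD below zero, with starting fluorescence score within 5 deviations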;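 also: channel opened by trigger with iodide after compound preincubation; score built on the fluorescence ratio of max minus min over baseline; more negative score means more quench and so TMEM16A activation or potentiation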
# RGS4 block – human RGS4 inhibition. HEK293 M3R/RGS4 inducible, Fluo-4 calcium flux; active compounds read high; triggered by carbachol at its EC20. B-score at 10 µM. 310,000 tested, 0.45% active. AID 463165;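 active = B-score, a plate-corrected calcium signal, over three deviations above library mean, with baseline fluorescence within five deviations of library mean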;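 also: RGS4 expression induced by doxycycline in cells with stable M3 receptor; B-score is computed from the integrated fluorescence ratio over baseline after carbachol; higher B-score means a larger calcium signal and so more RGS4 inhibition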
# HDAC3 inh – inhibitors of human histone deacetylase 3. recombinant HDAC3, fluorogenic peptide/trypsin coupled, fluorescence. inhibition, % at 8.3 µM. 320,000 tested, 0.15% active. AID 2718; in the data active = inhibition above about 26%, passing the limit was not always enough
# TRPC6 inh – blocks the mouse TRPC6 cation channel; HEK293-TRPC6, membrane potential dye, ACh-evoked depolarization; active compounds read low; AID 2553; B-score at 10 µM; 310,000 tested, 1.1% active;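 active = B-score under library mean minus 3 SD, initial fluorescence not abnormally high, positive integrated signal ratio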;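 also: B-score derived from integrated fluorescence ratio over the kinetic read; more negative B-score means stronger inhibition of depolarization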
# * = called active by the depositor; i = inactive; nt = no result given.
SMILES,ANO1 block,TRPC6 act,MrgX1 allo act,MrgX1 antagonist,MrgX1 ag,RGS4 pot,SKKanGAS inh,TMEM16A act,RGS4 block,HDAC3 inh,TRPC6 inh
CCOc1ccccc1C1N(c2ccc(F)cc2)C(=O)C2CCCN21 (stereo not drawn),i,i,i,i,i,i,-1.3,i,i,-1.0,i
CC(=O)Nc1nnc(SCC(=O)N2CCCc3ccccc32)s1,i,i,i,i,i,i,4.0,i,i,-0.1,i
COC(=O)C1=C(C(=O)OC)[C@@H]2N(C)c3ccc(OC)cc3[C@@]23C[C@@H](C(=O)OC)N(C(=O)NC2CCCCC2)C3=N1,i,i,i,i,i,i,-4.5,i,i,0.9,i
OCCC1CN(Cc2ccccc2-c2ccco2)CCN1Cc1ccccc1 (stereo not drawn),i,i,i,i,i,i,-1.7,i,i,1.3,i
COc1ccc(NC(=S)N2CCN(C(c3ccccc3)c3ccccc3)CC2)cc1OC,i,i,i,i,i,i,19.3,i,i,12.0,i
Cn1nccc1NS(=O)(=O)c1ccc(C(C)(C)C)cc1,i,i,i,i,i,i,2.8,i,i,nt,i
Cc1cc(OC(=O)Cc2cccc3ccccc23)c([N+](=O)[O-])c(=O)[nH]1,i,i,i,i,i,i,-10.2,i,i,9.1,i
O=C(Nc1nc(-c2nc3ccccc3s2)cs1)C1CC1,i,i,i,i,i,i,0.5,i,i,-6.4,i
CC(C)(C)NC(=O)Cn1nc(C(F)(F)F)c2c1CCCC2,i,i,i,i,i,i,-7.6,i,i,-0.3,i
O=C(NCc1cccnc1)c1ccc(COc2ccccc2Cl)cc1,25*,i,i,i,i,i,-10.0,i,i,7.9,i
O=C(COC(=O)Cc1ccsc1)NCC12CC3CC(CC(C3)C1)C2,i,i,i,i,i,i,-8.1,i,i,1.4,i
O=C(NNc1ccc([N+](=O)[O-])cc1)C1CC2CCCC(C1)C2=O (stereo not drawn),i,i,i,i,i,i,5.1,i,i,-5.5,i
COc1ccc2[nH]c3c(c2c1)CCN1C(=O)N([C@@H](C)C(=O)NC2CCCC2)C(=O)[C@]31C,i,i,i,i,i,i,3.1,i,i,0.1,i
CCOc1ccc2[nH]c(=O)c(CN(CCc3ccccc3)C(=O)N3CCOCC3)cc2c1,i,i,i,i,i,i,-5.4,i,i,1.1,i
Cc1csc(NC(=O)CSc2nc3sc(C)c(C)c3c(=O)[nH]2)n1,i,i,i,i,i,i,1.4,i,i,2.8,i
CC(=O)c1c(C)[nH]c(C(=O)Nc2ccc(Cl)c(S(=O)(=O)N3CCOCC3)c2)c1C,i,i,i,i,i,i,9.1,i,i,0.2,i
Cc1ccc(N(CCC#N)C(=O)COC(=O)c2ccccc2SCC(=O)N2CCCC2)cc1,i,i,i,i,i,i,-4.8,i,i,0.2,i
COc1ccc(N(CC(=O)N2CCOCC2)S(=O)(=O)c2ccccc2)cc1Cl,i,i,i,i,i,i,-4.0,i,i,-8.8,i
FC(F)(F)c1cc(-c2ccco2)nc(N2CCN(c3ccccc3)CC2)n1,i,i,i,i,i,i,-9.8,i,i,0.4,i
CC(=O)C[C@H]1c2ccccc2S(=O)(=O)N1c1ccccc1,i,i,i,i,i,i,-1.5,i,i,-6.8,i
O=c1c(-c2cccc(Cl)c2)c[nH]n1-c1ccccc1,i,i,i,i,i,i,14.6,i,i,4.3,i
COc1ccc(CN2CCOCCOCCOCCOCC2)cc1,i,i,i,i,i,i,0.2,i,i,2.3,i
CS(=O)(=O)N(Cc1ccc(Cl)cc1)c1ccc(C(=O)NCCSCc2ccco2)cc1,i,i,i,i,i,i,5.7,i,i,0.4,i
O=C(O)C(c1ccccc1)N1CCCC1 (stereo not drawn),i,i,i,i,i,i,-2.2,i,i,2.9,i
Clc1ncccc1-c1nc2ccccc2n1Cc1ccccc1,i,i,i,i,i,i,-1.2,i,i,-7.3,i
Cc1c(Cl)ccc2c1NC(=O)[C@]21N[C@@H](CCC(N)=O)[C@H]2C(=O)N(c3ccc(F)cc3)C(=O)[C@H]21,i,i,i,i,i,i,-1.3,i,i,-2.1,i
COc1ccc(-c2c(C(C)=O)c(C)nc3sc4c(=O)[nH]nnc4c23)cc1,i,i,i,i,i,i,14.2,i,i,3.4,i
CCOC(=O)Cc1c(C)nc2c(-c3ccc(Cl)cc3)c[nH]n2c1=O,i,i,i,i,i,i,29.4,i,i,-45.3,i
Cc1cc2c(cc1S(N)(=O)=O)S(=O)(=O)CCC2,i,nt,i,i,i,nt,nt,i,nt,0.6,nt
Cc1cc(=O)oc2cc(OC(C)C(=O)N3CCCc4ccccc43)ccc12 (stereo not drawn),i,i,i,i,i,i,-0.2,i,i,-3.6,i
Nc1ccccc1C(O)(Cc1ccccc1)c1ccccc1 (stereo not drawn),i,i,i,i,i,i,-12.3,i,i,-1.7,i
O=C(N/N=C/c1ccncc1)c1cccc(NC(=O)c2ccc(Cl)cc2)c1,i,i,i,i,i,i,3.8,i,i,1.9,i
COc1ccc(CNC(=O)C2(CC(=O)NC(C)(C)C)CCCC2)cc1,i,i,i,i,i,i,-0.1,nt,i,9.4,i
C=CCNC(C(=O)Nc1cccc(OC)c1)c1ccccc1 (stereo not drawn),i,i,i,i,i,i,5.3,i,i,1.4,i
Nc1ccccc1-c1nc2ccccc2[nH]1,i,i,i,i,i,i,2.1,i,i,-9.7,i
Cc1ccc(S(=O)(=O)NC(=O)CSc2nc3ccccc3s2)cc1,i,i,i,i,i,i,8.2,i,i,1.5,i
CN(CC(=O)Nc1ccc(Cl)cc1)C(=O)CCc1ccccc1,i,i,i,i,i,i,-1.8,i,i,-1.1,i
Cc1nc(NC(=O)COC(=O)CCS(=O)(=O)c2ccccc2Cl)c(Cl)cc1Cl,i,i,i,i,i,i,-3.5,i,i,0.3,i
O=C(CN(C(=O)CNS(=O)(=O)c1ccccc1)c1ccc(F)cc1)NCc1ccco1,i,i,i,i,i,i,-3.7,i,i,-0.9,i
Cn1ccc(NC(=O)Nc2ccc(Cl)cc2Cl)n1,i,i,i,i,i,i,-7.7,i,i,3.1,i
CCOc1ccc(-n2c(-c3ccc(Br)cc3)c[n+]3c2CCCCC3)cc1,i,i,i,i,i,i,-13.3,i,i,-1.2,i
Cc1cc(C)nc(N2N=C(C(C)(C)C)CC2=O)n1,i,i,i,i,i,i,1.3,i,i,6.1,i
NC(=O)c1nsc(C(=O)N(Cc2ccc(F)cc2)C(C(=O)NC2CCCC2)c2ccco2)c1N (stereo not drawn),i,i,i,i,i,i,5.2,i,i,-7.0,i
O=C(CSCc1cccc(Br)c1)N/N=C/c1ccc2c(c1)OCO2,i,i,i,-5.38*,i,i,9.1,i,i,5.2,i
CCC(=O)N1CCc2cc(Br)cc(S(=O)(=O)N3CCC(C(=O)NC(C)(C)C)CC3)c21,i,i,i,i,i,i,3.5,i,i,1.2,i
C/C(=N\OCC(=O)N/N=C/c1ccccc1)c1cccs1,i,i,i,i,i,i,-0.5,i,i,9.7,i
COc1ccc(C(=O)N2CCCc3ccccc32)cc1OC,i,i,i,i,i,i,-4.3,i,i,3.1,i
O=C(Nc1nc2nc(-c3ccccc3)cc(=O)n2[nH]1)c1ccccc1,i,i,i,i,i,i,0.9,i,i,7.3,i
Cc1ccc(C)c(C(C)NC(=O)C2CCCC2)c1 (stereo not drawn),i,i,i,i,i,i,1.4,i,i,3.0,i
Cn1c(-c2cccc3ccccc23)n[nH]c1=S,i,i,i,i,i,i,-3.3,i,i,11.8,i
O=C(c1ccc(C(F)(F)F)cc1)N1CCC(=O)N(C(COCc2ccccc2)Cc2ccccc2)CC1 (stereo not drawn),i,i,i,i,i,i,9.2,i,i,15.0,i
C=CCSc1nc2sc3c(c2c(=O)n1CC)CCC3,i,i,i,i,i,i,18.8,i,i,-0.1,i
COc1cc(NC(=S)N2CCC(C(O)(c3ccccc3)c3ccccc3)CC2)cc(OC)c1,i,i,i,i,i,i,6.5,i,i,-3.2,i
CCC1=C(OC(=O)N(CC)CC)N2C(=O)OC(=NCC3CC3)[C@]2(C)[C@H]2C1=CC[C@H]1C(=O)NC(=O)[C@H]12,i,i,i,i,i,i,0.8,i,i,1.6,i
CN(C)S(=O)(=O)c1ccc(Cl)c(NC(=O)c2ccncc2)c1,i,i,i,i,i,i,-0.8,i,i,2.1,i
Cc1ccc(S(=O)(=O)c2cc(Nc3ccccc3)ccc2O)cc1,i,i,i,i,i,i,0.0,i,i,-1.7,i
COc1cccc(CNC(=O)CSc2nc3ccc(C)cc3[nH]2)c1,i,i,i,i,i,i,-7.2,i,i,2.3,i
CC(=O)Nc1cccc(NC(=O)CSc2ccc(-c3ccco3)nn2)c1,i,i,i,i,i,i,10.2,i,i,-9.1,i
Cc1cc2ncn(-c3ncccc3[N+](=O)[O-])c2cc1C,i,i,i,i,27.1*,i,0.7,i,i,2.7,i
Cc1ccccc1NC(=O)c1ccc(-c2ccc(Cl)cc2Cl)o1,i,i,i,i,i,i,11.9,i,i,-6.6,i
# Following part:
SMILES,ANO1 block,TRPC6 act,MrgX1 allo act,MrgX1 antagonist,MrgX1 ag,RGS4 pot,SKKanGAS inh,TMEM16A act,RGS4 block,HDAC3 inh,TRPC6 inh
O=C(Nc1ccc2c(c1)OCCO2)c1ccc(Cl)c(Cl)c1,i,i,i,i,i,i,-0.3,i,i,8.3,i
CCCCOc1ccc(NS(=O)(=O)c2ccc(-n3cnnn3)cc2)cc1,i,i,i,i,i,i,-5.3,i,i,-4.0,i
COc1ccccc1C(=O)NCC(=O)OCC(=O)Nc1cccc(S(=O)(=O)N2CCCCCC2)c1,i,i,i,i,i,i,3.5,i,i,-1.4,i
COc1ccccc1N(C(=O)c1snc(C(N)=O)c1N)C(C(=O)NC1CCCC1)c1ccc2ncccc2c1 (stereo not drawn),i,i,i,i,i,i,0.9,i,i,0.7,i
O=C1CCC(=O)N1c1nc2n(n1)C(c1ccccc1)C=C(c1ccc(Br)cc1)N2 (stereo not drawn),i,i,i,i,i,i,12.7,i,i,-0.8,i
CCOC(=O)c1nn(-c2cccc(OC)c2)c2nc(Nc3ccccc3)cc(=O)n12,i,i,i,i,i,i,62.4*,i,i,2.9,i
CC1CCN(C(=O)c2ccc(-c3ccccc3Cl)o2)CC1,i,i,7.64*,i,i,i,29.6,i,i,5.8,i
O=C(NCc1ccncc1)c1cc2ccccc2nc1Cl,i,i,i,i,i,i,-0.9,i,i,nt,i
Cc1cc(NC(=O)c2cc(-c3ccccc3)on2)n(-c2ccccc2)n1,i,i,i,i,i,i,-0.8,i,i,-7.3,i
